# WRN inhibitor: inhibitors of human WRN helicase; Potency, µM (highest dose often 114 µM), without a hit: at the top dose activity change, negative = inhibition, hits mostly inhibitors; WRN helicase unwinding, fluorescent forked duplex, kinetic; 360,000 tested, 0.46% active; Q14191; also: potency is read from the fitted curve at half-maximal effect; % is scaled to controls: 0 for no effect and ±100 for the full control effect; nearly all actives have a fitted effect of over 55% in size
#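 Primary qHTS, 1536-well format. 20 nM WRN + compound, 15 min RT; start with 100 nM forked fluorophore/quencher duplex, 2 mM ATP (final); kinetic read ex 525/em 598 nm.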
# PI5P4Ka inh: blocks human PI5P4K alpha kinase activity. PI5P4Kalpha enzyme, ADP-Glo luminescence, 60 min; stronger effect = lower value. P48426. max response, %. 330,000 tested, 1.2% active; active = max response of -50% or lower; inconclusive = between -30% and -50%; inactive = -30% or higher; also: value at the top dose of about 77 µM; % is scaled to controls: 0 for no effect and ±100 for the full control effect
# Target sequence (P48426 whole entry, looked up): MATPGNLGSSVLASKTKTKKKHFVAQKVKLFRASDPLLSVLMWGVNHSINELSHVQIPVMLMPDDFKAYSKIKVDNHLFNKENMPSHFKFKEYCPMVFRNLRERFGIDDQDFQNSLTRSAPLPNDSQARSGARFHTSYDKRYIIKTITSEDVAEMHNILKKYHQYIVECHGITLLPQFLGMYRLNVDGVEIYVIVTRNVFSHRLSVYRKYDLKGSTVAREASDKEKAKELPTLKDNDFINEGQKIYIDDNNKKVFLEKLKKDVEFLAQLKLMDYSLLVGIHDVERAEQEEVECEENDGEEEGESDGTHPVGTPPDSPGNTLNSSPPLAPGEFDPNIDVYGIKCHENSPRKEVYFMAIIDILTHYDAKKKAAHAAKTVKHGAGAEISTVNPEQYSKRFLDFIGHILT
#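 PI5P4Kalpha ADP-Glo assay; 5 microM ATP final; 60 min RT reaction; HEPES pH 7.4/EGTA/CHAPS, 5% DMSO; controls lacking substrate or enzyme; luminescent end-point.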
# EPAC1 antagonist: antagonists of human EPAC1. EPAC1 GEF assay, Rap1b-BODIPY-GDP exchange fluorescence. Potency, µM (top dose mostly 115 µM), for inactives: at the highest dose activity change, negative = inhibition, actives largely listed as inhibitors. O95398. 360,000 tested, 0.14% active;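 also: potency is read from the fitted curve at half-maximal effect; plate controls were vehicle for no effect and positive control for full effect; nearly all actives have a fitted effect of over 50% in size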
# Abeta yeast res: restores growth of yeast expressing A-beta42 peptide; yeast expressing A-beta42, growth rescue, OD600, 48 h; response scale: 0% DMSO, 100% iron-clioquinol control; Potency, µM (doses to about 46.1 µM), for the others: top-dose growth rescue, most hits filed as activators; 410,000 tested, 0.063% active; also: potency is read from the fitted curve at half-maximal effect; nearly all actives have a fitted effect of over 55% in size
#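 Yeast A-beta toxicity model in growth medium with pinned compounds, 48 h at 30 C; growth read as absorbance at 600 nm. Normalized to FeCl3/clioquinol equimolar mix (positive) and DMSO (negative).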
# IL2 activator: IL-2 activation; IL-2 activation reporter assay, cell-based qHTS; stimulated with anti-CD3/CD4/CD28 beads; in transgenic mouse T cells; activation, % (series mostly up to about 46 µM); 360,000 tested, 0.065% active; in the data active = activation above about 50%; inconclusive = mostly about 30% to 49%; also: 0% is about no effect
#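 Readout is EGFP and DsRed signal by fluorescent plate cytometry after 18 h at 37 degrees C. Transgenic mouse T cells (750/well) received compound for 60 min before bead stimulation (anti-CD3, anti-CD4, anti-CD28); memory T cells served as non-tolerant control.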
# FUS suppressor: FUS proteinopathy suppression in yeast. Potency, µM (doses to about 76.6 µM), for the others: at the highest dose growth rescue (activation), usual class: activators. AID 1347120. 390,000 tested, 0.24% active. S. cerevisiae FUS-expressing, growth rescue, OD600, 24 h;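 also: potency is read from the fitted curve at half-maximal effect; plate controls were DMSO vehicle for no effect and reference control for full effect; nearly all actives have a fitted effect of over 55% in size; some results filed as inactive show a strong effect at the top dose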
#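 Yeast FUS proteinopathy model; galactose-induced FUS (2%), starting OD 0.005. Cpds in dilution series, 24hr, 30C, 99% humidity. Abs 600 nm growth. Pos ctrl CP55940 (top 92uM final); neg ctrl DMSO.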
# EPAC1 ag: activates human EPAC1 exchange factor | O95398 | EPAC1 agonist qHTS, biochemical assay; response scale: 100% = response to 6.5 mM cAMP | Potency, µM (series often up to 154 µM), inactives show at the highest dose activation, hits mostly activators | 360,000 tested, 0.073% active; also: potency is read from the fitted curve at half-maximal effect; nearly all actives have a fitted effect of over 60% in size
#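 Nucleotide exchange by EPAC1 (100 nM) on Rap1B–BODIPY-GDP (250 nM) in the presence of 50 uM GDP is tracked fluorescently at 480/540 nm over 30 min. Signals are normalized to a 6.5 mM cAMP control.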
# PLK1 PBD inh: PLK1 (human) polo-box domain binding inhibition; Plk1 PBD binding of FITC phosphopeptide, fluorescence polarization; Potency, µM, inactives show max response, negative = inhibition, usual class: inhibitors; 360,000 tested, 2.8% active; AID 720504; also: potency is read from the fitted curve at half-maximal effect; series mostly up to about 57 µM; % is scaled to controls: 0 for no effect and ±100 for the full control effect; nearly all actives have a fitted effect of over 65% in size
# Target sequence (P53350 whole entry, looked up, the tested form may be a part): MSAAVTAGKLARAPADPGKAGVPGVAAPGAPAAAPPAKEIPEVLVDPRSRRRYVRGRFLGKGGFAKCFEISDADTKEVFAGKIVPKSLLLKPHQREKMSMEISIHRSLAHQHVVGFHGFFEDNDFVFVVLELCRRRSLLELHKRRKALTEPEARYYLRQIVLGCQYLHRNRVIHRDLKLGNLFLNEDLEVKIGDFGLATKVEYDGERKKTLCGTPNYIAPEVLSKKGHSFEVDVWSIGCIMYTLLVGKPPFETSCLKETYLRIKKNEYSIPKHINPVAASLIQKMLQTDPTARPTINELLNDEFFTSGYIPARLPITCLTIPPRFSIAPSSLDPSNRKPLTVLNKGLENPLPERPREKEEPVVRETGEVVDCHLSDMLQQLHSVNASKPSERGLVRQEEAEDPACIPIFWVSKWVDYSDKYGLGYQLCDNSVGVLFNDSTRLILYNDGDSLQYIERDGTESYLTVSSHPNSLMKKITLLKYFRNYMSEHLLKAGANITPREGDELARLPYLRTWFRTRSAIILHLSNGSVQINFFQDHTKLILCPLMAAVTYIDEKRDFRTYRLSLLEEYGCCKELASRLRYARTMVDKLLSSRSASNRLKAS
# * marks the source's active call; other numbers are inactive results; u = inconclusive; x = no result given. Unless noted, calls follow the shape of the dose curve; as a rule, active = well fitted curve in the direction sought with a large enough effect; inconclusive = small, poorly fitted or top-dose-only effect, or another doubt; inactive = no such curve, though single readings can be large; an effect the other way counts as inactive or inconclusive. The order is random (roughly 4.1% active in at least one column).
Compound,WRN inhibitor,PI5P4Ka inh,EPAC1 antagonist,Abeta yeast res,IL2 activator,FUS suppressor,EPAC1 ag,PLK1 PBD inh
C[C@@H](C(=O)NCc1ccccc1)[C@@H]1C[C@@]1(C)[C@@H](NC(=O)OCc1ccccc1)c1ccccc1,-9%,-3,-9%,-1%,-0.4,u,-23%,2%
CC(=NNC(=O)CCC(=O)Nc1ccccc1Cl)c1ccco1,6%,0,11%,8%,-0.2,-4%,5%,-2%
COc1ccc(C(=O)OCC(=O)Nc2ccc3[nH]c(=O)[nH]c3c2)c(OC)c1OC,-17%,4,3%,28%,-1.2,24%,6%,4%
CC(=O)c1ccc(COC(=O)Cc2ccc([N+](=O)[O-])cc2)cc1,6%,-2,-6%,-7%,1.5,-13%,-2%,-4%
CCOc1ccc2cc(C(=O)NCc3ccccc3)c(=N)oc2c1,6%,1,-10%,13%,-0.3,19%,8%,4%
C[C@@H]1C(c2cccc(Cl)c2)=NN(c2ccc(Br)cc2)[C@H]1C(=O)N1CCOC1=O,-3%,45,1%,16%,0.4,15%,-2%,-1%
COc1ccc(C(=O)CCC(=O)NCCc2ccccc2F)cc1,-2%,-5,-20%,7%,-1.6,11%,1%,1%
Cn1c(=O)c2c(nc(N/N=C/c3ccco3)n2C)n(C)c1=O,-15%,6,-1%,-5%,-0.6,3%,5%,0%
C=C(c1cn(C(C)=O)c2ccccc12)c1cn(C(C)=O)c2ccccc12,3%,3,6%,11%,-3.4,x,-2%,-2%
NC(=O)CCn1c(C(=O)c2cc(Cl)c(N)c(Cl)c2)c2ccccc2[n+]1[O-],-1%,4,-8%,3%,-0.4,4%,1%,-4%
COc1ccc(N2CCN(C(=O)CSc3nnc4nc(C)cc(C)n34)CC2)cc1,1%,x,2%,1%,-0.9,15%,1%,-5%
O=C(NCC1CCCO1)c1cccc(S(=O)(=O)Nc2ccc(SC(F)F)cc2)c1 (stereo not given),3%,0,9%,-9%,-1.3,x,3%,-12%
C=CCNc1nc(NC(C)(C)CO)nc(OCC)n1,4%,-1,-16%,9%,-0.1,12%,0%,-5%
COc1cc(CC(=O)OCC(=O)NCc2cccs2)cc(OC)c1OC,-33%,1,-26%,6%,0.5,6%,5%,-14%
CCS(=O)(=O)c1nc(S(=O)(=O)c2ccc(Cl)cc2)c(NCc2ccccn2)s1,-6%,2,-2%,-10%,-0.3,-20%,2%,1%
Cc1cc(C(=O)Nc2cccc(S(=O)(=O)N3CCOCC3)c2)c2ccccc2n1,-2%,0,-16%,-2%,0.1,16%,-8%,-5%
Cc1ccc(CN2CCN(Cc3cn(C)nc3C)CC2CCO)o1 (stereo not given),4%,4,-1%,-6%,-0.3,-6%,-6%,-6%
N#CC(C(=O)CCN1C(=O)C2CC=CCC2C1=O)c1nc2ccccc2[nH]1 (stereo not given),-6%,-14,6%,4%,-1.2,39%,-8%,-13%
COC(=O)c1ccc(S(=O)(=O)N2CCC(c3nc4ccccc4o3)CC2)cc1,-6%,x,4%,-11%,0.8,-19%,1%,3%
O=C(CN1CCCC(O)C1)N1c2ccccc2Sc2ccc(C(F)(F)F)cc21 (stereo not given),1%,10,-5%,-1%,-0.8,-9%,-1%,-8%
COc1cccc(C(=O)N(Cc2nc(-c3ccc(C)cc3)no2)C(C)C)c1,-11%,x,-3%,-7%,-1.4,16%,15%,-9%
COc1ccc(-c2nnn(CC(=O)NCCc3ccc(OC)c(OC)c3)n2)cc1,8%,0,3%,3%,1.2,10%,-6%,1%
CN1CCN(C(=S)c2ccc(-c3cc(Cl)ccc3Cl)o2)CC1,-4%,5,1%,-24%,-0.8,6%,-2%,-4%
CCOC(=O)N1CCN(C(=O)CN(C)S(=O)(=O)c2ccc3c(c2)c(=O)n(C)c(=O)n3C)CC1,-34%,0,-5%,5%,2.5,15%,7%,0%
CC1(C(=O)NCc2ccc(C(F)(F)F)cc2)CCN1Cc1ccccc1OC(F)F (stereo not given),-4%,8,-19%,-1%,0.0,19%,-24%,6%
CCOc1ccc(OCCNC2CCCC2)cc1,2%,8,20%,-8%,-0.1,13%,-1%,3%
COc1ccccc1N1CCN(C(=O)COc2ccc(S(=O)(=O)NC(C)C)cc2)CC1,8%,0,15%,8%,-1.2,-14%,3%,-2%
COn1c(=O)c(=O)n(O)c2ccccc21,-5%,-11,2%,-6%,0.3,11%,3%,-11%
Cc1cc2ncn(S(=O)(=O)c3ccc(S(N)(=O)=O)cc3)c2cc1C,10%,4,-10%,-15%,-1.0,-13%,-6%,2%
COc1ccc(NC(=O)Nc2nnc(CC(=O)NCc3ccccc3)s2)cc1,1%,-5,-10%,-3%,0.9,0%,10%,-7%
COc1cccc(C2=NOC(C(=O)Nc3ccc4c(c3)OCO4)C2)c1OC (stereo not given),-2%,-24,-7%,-2%,0.6,8%,-4%,-25%
Cn1c(=O)c2c(nc(SCc3ccc(F)cc3)n2C)n(C)c1=O,-31%,4,3%,-1%,0.4,-1%,3%,-9%
COCCSc1ccccc1C(=O)Nc1cc(C)on1,2%,x,11%,-14%,-4.0,-6%,0%,u
Cc1c(C(C)C)c(=O)n(-c2ccc(S(=O)(=O)NC(C)C)cc2)n1C,-20%,2,-30%,6%,-0.5,11%,-6%,-11%
CC(C)C(=O)Nc1ccc(C(=O)NNC(=O)c2cccs2)cc1,7%,1,-13%,-2%,-2.2,x,11%,-13%
COc1cc(C)c(S(=O)(=O)n2nnc3ccccc32)cc1C,10%,x,0%,-24%,-2.6,27%,4%,-9%
Cc1ccccc1NC(=S)NC1CC2CCC(C1)N2Cc1ccco1 (stereo not given),0%,x,-9%,-3%,-2.6,14%,3%,-5%
O=C(NCCn1cccn1)C1CCC(=O)N(CCc2ccccc2)C1 (stereo not given),-8%,-9,-9%,-4%,1.2,-2%,5%,1%
Cc1ccc(N2C(=O)CC(NCC3CCCO3)C2=O)cc1 (stereo not given),-4%,0,0%,7%,-0.1,-33%,3%,1%
CC(=O)n1cc(/C=N/NC(=O)c2ccc(Cl)cc2)c2ccccc21,-6%,-5,-8%,-18%,-0.1,-17%,1%,-7%
CC1CCCCC1NC(=O)CCS(=O)(=O)c1cccc2nonc12 (stereo not given),3%,x,-1%,8%,0.2,22%,12%,-2%
COC(=O)c1cc(OC)c(OC)cc1NC(=O)CSc1nnnn1Cc1ccccc1,4%,10,-4%,-9%,1.2,19%,15%,-8%
O=C(CSc1nccc(-c2cccs2)n1)Nc1ccc(F)c(Cl)c1,-1%,-3,-19%,u,2.7,13%,15%,2%
CCOc1ccccc1C(=O)N1CCN(c2cccc(Cl)c2)CC1,-7%,x,-11%,-4%,-1.4,4%,8%,-8%
O=C(O)c1cc2ccccc2cc1Nc1ccccc1,-18%,-1,-9%,5%,-0.1,13%,2%,u
COc1ccc(OC(=O)NCCc2ccccc2)cc1,-3%,5,0%,19%,-0.6,9%,0%,-4%
OCC1(Cc2ccc(F)cc2)CCCN(Cc2ccc(F)cc2Cl)C1 (stereo not given),5%,17,-28%,3%,-1.0,28%,-5%,-15%
CCCCc1nc(SCC(=O)N2CCOCC2)c2c(=O)n(C)c(=O)n(C)c2n1,-7%,0,8%,-4%,-2.1,-5%,3%,-7%
COC(=O)C1(C(F)(F)F)C2C=CC(C2)N1S(=O)(=O)c1ccc(C)cc1 (stereo not given),6%,-5,-12%,-3%,0.2,0%,-7%,-2%
COc1ccc(-c2nonc2NC(=O)c2oc3ccccc3c2C)cc1OC,-8%,0,-17%,1%,-3.7,-3%,1%,-23%

# 14 structures already listed, sorted by count of non-hydrogen atoms, low to high.
Compound,WRN inhibitor,PI5P4Ka inh,EPAC1 antagonist,Abeta yeast res,IL2 activator,FUS suppressor,EPAC1 ag,PLK1 PBD inh
COn1c(=O)c(=O)n(O)c2ccccc21,-5%,-11,2%,-6%,0.3,11%,3%,-11%
CCOc1ccc(OCCNC2CCCC2)cc1,2%,8,20%,-8%,-0.1,13%,-1%,3%
COCCSc1ccccc1C(=O)Nc1cc(C)on1,2%,x,11%,-14%,-4.0,-6%,0%,u
COc1cc(C)c(S(=O)(=O)n2nnc3ccccc32)cc1C,10%,x,0%,-24%,-2.6,27%,4%,-9%
CC1CCCCC1NC(=O)CCS(=O)(=O)c1cccc2nonc12 (stereo not given),3%,x,-1%,8%,0.2,22%,12%,-2%
Cc1ccccc1NC(=S)NC1CC2CCC(C1)N2Cc1ccco1 (stereo not given),0%,x,-9%,-3%,-2.6,14%,3%,-5%
C=C(c1cn(C(C)=O)c2ccccc12)c1cn(C(C)=O)c2ccccc12,3%,3,6%,11%,-3.4,x,-2%,-2%
COc1cccc(C(=O)N(Cc2nc(-c3ccc(C)cc3)no2)C(C)C)c1,-11%,x,-3%,-7%,-1.4,16%,15%,-9%
COc1ccc(-c2nonc2NC(=O)c2oc3ccccc3c2C)cc1OC,-8%,0,-17%,1%,-3.7,-3%,1%,-23%
COc1ccc(-c2nnn(CC(=O)NCCc3ccc(OC)c(OC)c3)n2)cc1,8%,0,3%,3%,1.2,10%,-6%,1%
CC1(C(=O)NCc2ccc(C(F)(F)F)cc2)CCN1Cc1ccccc1OC(F)F (stereo not given),-4%,8,-19%,-1%,0.0,19%,-24%,6%
COc1ccccc1N1CCN(C(=O)COc2ccc(S(=O)(=O)NC(C)C)cc2)CC1,8%,0,15%,8%,-1.2,-14%,3%,-2%
CCOC(=O)N1CCN(C(=O)CN(C)S(=O)(=O)c2ccc3c(c2)c(=O)n(C)c(=O)n3C)CC1,-34%,0,-5%,5%,2.5,15%,7%,0%
C[C@@H](C(=O)NCc1ccccc1)[C@@H]1C[C@@]1(C)[C@@H](NC(=O)OCc1ccccc1)c1ccccc1,-9%,-3,-9%,-1%,-0.4,u,-23%,2%

# Compound activity (PubChem)
